Compound activity from PubChem.
EPAC2 ag – activates human EPAC2 exchange factor; Q8WZA2; EPAC2 activation, biochemical qHTS; response scale: 100% = 6.5 mM cAMP response; Potency, µM (titrated, usually from 154 µM), without a hit: top-dose activation, hits mostly activators; 360,000 tested, 0.079% active; AID 720711; also: potency is read from the fitted curve at half-maximal effect; nearly all actives have a fitted effect of over 50% in size
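Compounds were titrated in qHTS against a Rap1B-BODIPY-GDP (250 nM) complex with EPAC2 (100 nM) and GDP (50 uM). BODIPY-GDP release tracked at 480/540 nm over 30 min at room temperature, normalized to 6.5 mM cAMP.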
WRN inhibitor – WRN helicase (human) inhibition; Q14191; 360,000 tested, 0.46% active; Potency, µM (top dose mostly 114 µM), for the others: at the top dose activity change, negative = inhibition, usual class: inhibitors; WRN helicase unwinding, fluorescent forked duplex, kinetic; also: potency is read from the fitted curve at half-maximal effect; % is scaled to controls: 0 for no effect and ±100 for the full control effect; nearly all actives have a fitted effect of over 55% in size
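Kinetic fluorescence helicase assay: unwinding of a quenched forked DNA duplex (100 nM final) with 2 mM ATP final raises red fluorescence (525/598 nm). Compounds sat 15 min at room temperature with 20 nM WRN beforehand.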
PI5P4Ka inh – blocks human PI5P4K alpha kinase activity | P48426 | max response, % | 330,000 tested, 1.2% active | PI5P4Kalpha enzyme, ADP-Glo luminescence, 60 min; hits give low values | AID 652105; active = max response of -50% or lower; inconclusive = between -30% and -50%; inactive = -30% or higher; also: value at the top dose of about 77 µM; % is scaled to controls: 0 for no effect and ±100 for the full control effect
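Enzyme plus substrate dispensed, test compounds pinned in, then ATP (5 microM final) added. After 60 min at RT, ADP-Glo reagent 1 for 45 min and reagent 2 for 30 min preceded luminescence imaging.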
EPAC1 ag – EPAC1 (human) agonism. O95398. EPAC1 agonist qHTS, biochemical assay; response scale: 100% = response to 6.5 mM cAMP. Potency, µM (series often up to 154 µM), inactives show at the highest dose activation, usual class: activators. 360,000 tested, 0.073% active; also: potency is read from the fitted curve at half-maximal effect; nearly all actives have a fitted effect of over 60% in size
Target sequence (O95398 whole entry, looked up): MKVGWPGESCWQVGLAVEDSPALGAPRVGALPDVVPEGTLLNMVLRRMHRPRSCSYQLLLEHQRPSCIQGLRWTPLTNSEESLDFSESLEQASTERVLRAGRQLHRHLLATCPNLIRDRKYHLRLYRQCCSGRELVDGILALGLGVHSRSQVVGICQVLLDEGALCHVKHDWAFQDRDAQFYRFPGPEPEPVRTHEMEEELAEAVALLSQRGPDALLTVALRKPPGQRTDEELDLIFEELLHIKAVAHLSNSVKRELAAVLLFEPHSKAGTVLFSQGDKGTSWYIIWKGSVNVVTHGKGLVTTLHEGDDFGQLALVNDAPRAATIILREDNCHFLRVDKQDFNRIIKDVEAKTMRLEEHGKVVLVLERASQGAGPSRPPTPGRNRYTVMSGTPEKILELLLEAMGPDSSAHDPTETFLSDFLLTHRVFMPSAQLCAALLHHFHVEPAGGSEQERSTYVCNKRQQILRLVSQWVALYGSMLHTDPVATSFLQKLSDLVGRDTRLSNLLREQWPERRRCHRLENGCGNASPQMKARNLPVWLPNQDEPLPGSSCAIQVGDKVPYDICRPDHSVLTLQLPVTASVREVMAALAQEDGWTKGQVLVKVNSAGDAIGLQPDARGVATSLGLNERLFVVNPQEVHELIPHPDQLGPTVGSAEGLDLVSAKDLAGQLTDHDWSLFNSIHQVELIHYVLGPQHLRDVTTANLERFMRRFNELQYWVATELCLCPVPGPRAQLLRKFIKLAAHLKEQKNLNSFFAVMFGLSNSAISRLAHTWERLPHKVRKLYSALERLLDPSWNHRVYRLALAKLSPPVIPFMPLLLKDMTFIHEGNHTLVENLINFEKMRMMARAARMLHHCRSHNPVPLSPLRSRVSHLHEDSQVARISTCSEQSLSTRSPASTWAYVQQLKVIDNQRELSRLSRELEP
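EPAC1 100 nM, Rap1B–BODIPY-GDP 250 nM, unlabeled GDP 50 uM; compound titration; 5 min RT; kinetic read ex480/em540 at 5-min intervals ×30 min; data normalized to 6.5 mM cAMP agonist control.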
IL-2 act – IL-2 activation. activation, % (series mostly up to about 46 µM). 360,000 tested, 0.065% active. IL-2 activation reporter assay, cell-based qHTS; stimulated with anti-CD3/CD4/CD28 beads; in transgenic mouse T cells. AID 652025; in the data active = activation above about 50%; inconclusive = mostly about 30% to 49%; also: 0% is about no effect
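Using fluorescent plate cytometry, EGFP and DsRed are detected in transgenic mouse T cells stimulated 18 h at 37 degrees C with antibody-coated beads after 60 min compound pretreatment.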
CCT chaperon mod – changes cytosolic chaperonin activity | AID 651819 | 360,000 tested, 0.3% active | purified chaperonin ATPase assay, HTRF ADP detection, 30 min | activity change, % (concentration not given with the values), hits read low; in the data active = activity change below about -30%; also: % is scaled to controls: 0 for no effect and ±100 for the full control effect
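ATPase activity: ADP formed was measured by HTRF Transcreener (665/615 nm ratio) after 30 min at 37 deg C with 10 uM ATP. Compounds screened at one 76 uM concentration against 40 or 20 nM TRiC in Tris pH 7.4/KCl/MgCl2/DTT buffer.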
EPAC1 antagonist – blocks human EPAC1 exchange factor | O95398 | EPAC1 GEF assay, Rap1b-BODIPY-GDP exchange fluorescence | Potency, µM (titrated, usually from 115 µM), for inactives: top-dose activity change, negative = inhibition, actives largely listed as inhibitors | 360,000 tested, 0.14% active | AID 720709;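 also: potency is read from the fitted curve at half-maximal effect; plate controls were vehicle for no effect and positive control for full effect; nearly all actives have a fitted effect of over 50% in size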
PLK1 PBD block – PLK1 (human) polo-box domain binding inhibition. P53350. Plk1 PBD binding of FITC phosphopeptide, fluorescence polarization. Potency, µM, for inactives: max response, negative = inhibition, usual class: inhibitors. 360,000 tested, 2.8% active. AID 720504; also: potency is read from the fitted curve at half-maximal effect; series mostly up to about 57 µM; % is scaled to controls: 0 for no effect and ±100 for the full control effect; nearly all actives have a fitted effect of over 65% in size
* hit, by the source's call; ? = inconclusive; nt = no result given; [ ] = dose if it differs, or a comment. Unless noted, calls follow the shape of the dose curve; as a rule, active = well fitted curve in the direction sought with a large enough effect; inconclusive = small, poorly fitted or top-dose-only effect, or another doubt; inactive = no such curve, though single readings can be large; an effect the other way counts as inactive or inconclusive. A portion of the library, so the mix of outcomes need not match the whole.

SMILES	EPAC2 ag	WRN inhibitor	PI5P4Ka inh	EPAC1 ag	IL-2 act	CCT chaperon mod	EPAC1 antagonist	PLK1 PBD block
CCOC(=O)C1CCCN(C(=O)c2cc(CN3C(=O)c4ccccc4C3=O)ccc2OC)C1 (configuration not stated)	12%	10%	-7	3%	-4.4	-1.3	15%	-3%
Cc1cc(C)c2nc(C(F)(F)F)nc(N3CCN(C(=O)c4ccco4)CC3)c2c1	-4%	4%	nt	2%	-1.3	-0.2	14%	-8%
CSc1ccccc1NC(=O)CSc1nnc(Cc2ccccc2)o1	11%	-2%[57.1 µM]	0	8%	-0.6	-3.6	-13%	-1%
O=C(COc1cccc(C(F)(F)F)c1)NNC(=O)Cc1ccc(S(=O)(=O)N2CCOCC2)s1	-1%	1%	-2	3%	1.8	-0.6	8%	6%
Cc1cccn2c(=O)c3cc(C(=O)NCc4cccnc4)c(=N)n(C(C)C)c3nc12	-8%	1%	7	3%	-0.4	-0.6	0%	-7%
O=C(OCC(=O)N1CCc2ccccc21)c1cccc(S(=O)(=O)N2CCCc3ccccc32)c1	9%	-5%	-2	-1%	-1.2	-0.1	-5%	0%
O=S(=O)(Nc1cccc(-n2cnnn2)c1)c1cccc(Cl)c1	-3%	-4%	4	2%	-2.2	-3.9	2%	-20%
COc1cccc(NC(=O)NNC(=O)COc2ccc3ccccc3c2)c1	5%	-3%	5	6%	-0.7	-1.0	11%	-8%
COc1ccc(CN(C(=O)c2ccco2)c2ccc(Br)cc2)cc1OC	12%	-4%	1	22%	-2.6	-1.6	2%	-12%
COc1ccc(C2CC(c3cccs3)=NN2c2ccccc2)cc1 (configuration not stated)	11%	0%	9	7%	-0.2	3.6	14%	-5%
COc1ccccc1C(=O)NNC(=O)c1cccc([N+](=O)[O-])c1	14%	5%	-4	0%	-3.7	-12	8%	-10%
O=C(NCc1ccncc1)c1cccc(NS(=O)(=O)c2ccc(F)c(F)c2)c1	-1%	-6%	4	-8%	-2.0	-0.8	8%	4%
COCCN(C(=O)CCc1ccc(OC)cc1)c1nnc(-c2ccncc2)s1	0%	-4%	0	3%	1.0	-1.7	-5%	-4%
COc1cc2c(cc1NC(=O)C(F)(F)F)-c1ccc(NC(=O)C(F)(F)F)cc1C2	3%	-1%	-2	-7%	-3.6	-1.3	-17%	6%
CCC(=O)Oc1ccc(/C(CC)=C(\CC)c2ccc(OC(=O)CC)cc2)cc1	8%	0%	8	-3%	-0.1	0.9	7%	-17%
Cc1cc(C)cc(C(=O)N2CCN(Cc3ccc4c(c3)OCO4)CC2)c1	0%	-10%	-4	-2%	0.4	0.5	-1%	-2%
COc1ccc(C(=O)Oc2cc(/C=N/NS(=O)(=O)c3ccccc3)ccc2OC)cc1	8%	-17%	-6	17%	2.0	0.7	-20%	0%
Cc1cccc(NC(=O)/C(C#N)=C\c2cccnc2)c1	6%	-1%	nt	7%	2.1	-0.7	3%	0%
CCOC(=O)c1c(CCl)nc2ccccc2c1C	4%	-2%	0	16%	1.0	1.5	-8%	-3%
O=C1C2C3C=CC(C3)C2C(=O)N1c1ccc2ccccc2c1 (configuration not stated)	1%	-1%	1	8%	1.1	0.2	1%	-2%
Fc1ccccc1Cc1noc(CN2CCC(OCc3cccnc3)CC2)n1	8%	2%	-4	-7%	-0.2	1.6	6%	-9%
CCN(CCNC(=O)C1CCN(S(C)(=O)=O)CC1)c1ccccc1	-3%	-1%	nt	-4%	-0.4	0.6	5%	-1%
Cc1oc(-c2ccc(Cl)cc2)nc1CN1CCCC(C(=O)NC2CC2)C1 (configuration not stated)	-4%	5%	-8	2%	-0.9	-11	3%	21µM*
CCOCCn1ccc2c(OCC(=O)NCCc3ccc(OC)c(OC)c3)cccc2c1=O	-2%	0%	10	1%	-3.3	1.4	-3%	-1%
Cc1cc(NC(=O)C(C)SCC(=O)Nc2nnc(CC(C)C)s2)no1 (configuration not stated)	-1%	8%	-4	2%	-0.3	2.0	5%	-3%

Complete entries, looked up by structure:
Cc1oc(-c2ccc(Cl)cc2)nc1CN1CCCC(C(=O)NC2CC2)C1 (configuration not stated) in the list: EPAC2 ag = -4%; WRN inhibitor = 5%; PI5P4Ka inh = -8; EPAC1 ag = 2%; IL-2 act = -0.9; CCT chaperon mod = -11; EPAC1 antagonist = 3%; PLK1 PBD block = 21µM*
COc1cccc(NC(=O)NNC(=O)COc2ccc3ccccc3c2)c1 in the list: EPAC2 ag = 5%; WRN inhibitor = -3%; PI5P4Ka inh = 5; EPAC1 ag = 6%; IL-2 act = -0.7; CCT chaperon mod = -1.0; EPAC1 antagonist = 11%; PLK1 PBD block = -8%
CCN(CCNC(=O)C1CCN(S(C)(=O)=O)CC1)c1ccccc1 in the list: EPAC2 ag = -3%; WRN inhibitor = -1%; PI5P4Ka inh = nt; EPAC1 ag = -4%; IL-2 act = -0.4; CCT chaperon mod = 0.6; EPAC1 antagonist = 5%; PLK1 PBD block = -1%

Other compounds.
SMILES	EPAC2 ag	WRN inhibitor	PI5P4Ka inh	EPAC1 ag	IL-2 act	CCT chaperon mod	EPAC1 antagonist	PLK1 PBD block
COc1cc(C(=O)NCCC(=O)NCc2ccc3c(c2)OCO3)cc(OC)c1OC	8%	1%	nt	11%	3.1	-1.0	-8%	-7%
Cc1cccc2nc(CSc3nc4[nH]ncc4c(=O)n3-c3cccc(Cl)c3)cc(=O)n12	11%	5%	-2	1%	-0.9	-1.1	2%	-11%
COc1ccc([N+](=O)[O-])cc1NC(=O)C1(c2ccc(OC)c(OC)c2)CCOCC1	17%	2%	5	7%	-0.7	-93*	-7%	-8%
CC(C)CCn1cnc2c([nH]c3cccc(Cl)c32)c1=O	-18%	1%	4	4%	2.2	-6.6	-1%	-12%
CCc1nnc(SCC(=O)N2CCc3ccccc32)n1CC	9%	6%	-5	3%	-0.8	-4.5	-8%	-14%
COc1ccccc1N(C(C)=O)c1nc(C)cc(C)c1C#N	-9%	2%	1	0%	-0.4	-4.4	0%	-4%
CCOC(=O)c1sc2nc(SC)nc(-c3ccc(Cl)cc3)c2c1N	0%	1%	nt	-3%	0.1	0.9	12%	-1%
CCOC(=O)c1cc(-c2ccc(OC)cc2OC)nn1-c1ccc(C(=O)O)cc1	8%	7%	-12	3%	-1.1	-4.5	-14%	-6%
CC(C)Oc1ccc(C(=O)O)cc1	1%	13%	-3	7%	0.6	0.9	10%	3%
Cc1ccc2nc(/C(C#N)=C\c3ccc(Oc4ccc([N+](=O)[O-])cn4)cc3)[nH]c2c1	12%	-9%	?	18%	1.1	-1.2	-16%	4%
OCCC1CN(Cc2ccc3nsnc3c2)CCN1C1CCCC1 (configuration not stated)	5%	4%	-1	4%	-0.1	-0.6	18%	1%
CC1Cc2cc(S(=O)(=O)N3CCC(C(=O)Nc4ccccn4)CC3)ccc2N1C(=O)C1CCC1 (configuration not stated)	2%	4%	-3	-6%	-1.3	-0.3	-3%	-4%
COc1cccc(CNC(=O)C(=O)NCCC2CCCCN2S(=O)(=O)c2ccc(C)cc2)c1 (configuration not stated)	0%	?	-5	-3%	0.1	2.4	-7%	-15%
O=C(O)c1ccc2c(c1)C(=O)N(c1cccc(-c3nc4ccccc4s3)c1)C2=O	0%	-30%	-1	0%	1.0	-0.7	?	-27%
Cc1ccc(N(Cc2cc3ccc(C)cc3[nH]c2=O)S(=O)(=O)c2ccccc2)c(C)c1	-2%	-10%	2	-5%	5.2	0.0	6%	2%
Cc1ccc(-c2nnn(CC(=O)N(CC(=O)NC3CCCCC3)c3ccc(F)c(Cl)c3)n2)o1	-3%	9%	15	-7%	-0.3	-0.8	-19%	-4%
COC(=O)c1c(NC(=O)CCC(=O)O)sc(Cc2ccccc2)c1C	0%	13%	-1	-12%	-1.9	-2.7	7%	?
O=C(CSc1nnc(CN2CCCC2)n1-c1ccc(F)cc1)c1ccc2c(c1)OCO2	5%	-1%	-8	4%	0.6	-2.0	3%	-19%
O=C(NC1CCCCC1)C(c1cccnc1)N(C(=O)c1csnn1)C1CCCC1 (configuration not stated)	-4%	7%	-1	1%	-1.3	-1.3	5%	-2%
Cn1cnc([N+](=O)[O-])c1Sc1ncccc1N	1%	-14%	nt	1%	-2.0	1.0	16%	-3%
N#Cc1cc(NC2CCCC2)c([N+](=O)[O-])cc1C#N	-3%	8%	-1	6%	-2.7	-2.0	40%[activator]	12%
CCOc1ccc(C(=S)N2CCN(C)CC2)cc1	2%	-24%[57.1 µM]	-12	2%	0.0	0.9	-23%	13µM*
COc1ccc(C(=O)Nc2nc3ccccc3[nH]2)cc1S(=O)(=O)N1CCCC1	6%	-16%	-4	1%	-0.1	-5.0	1%	-6%
OCCN(Cc1ccccc1)CC1CCCCC1	9%	-4%	nt	2%	-2.8	3.0	9%	1%
CCN(CC(=O)Nc1c(F)cccc1F)C(=O)C1CCN(S(=O)(=O)c2ccccc2C(=O)OC)CC1	4%	2%	4	8%	1.2	4.1	-12%	-7%
COc1ccc(C(C(=O)NC(C)(C)C)N(Cc2ccc(C)cc2)C(=O)CCC(=O)Nc2cc(C)on2)cc1 (configuration not stated)	14%	3%	5	1%	-2.8	-1.9	-9%	-5%
COc1cc(-c2cc[n+](C)cc2)ccc1O	10%	nt	nt	0%	0.6	nt	12%	nt
CCOc1ccc(C(=O)NC(C(=O)NCC(c2cccs2)N(C)C)C(C)C)cc1 (configuration not stated)	7%	-1%	3	0%	1.9	-3.7	-6%	-13%
COc1ccc(CC(=O)OCC(=O)Nc2ccc(Cl)c(S(=O)(=O)N(C)C)c2)cc1	12%	-3%	-3	5%	0.7	0.7	-9%	-5%

Part of the list above in order of count of non-hydrogen atoms, rising:
SMILES	EPAC2 ag	WRN inhibitor	PI5P4Ka inh	EPAC1 ag	IL-2 act	CCT chaperon mod	EPAC1 antagonist	PLK1 PBD block
OCCN(Cc1ccccc1)CC1CCCCC1	9%	-4%	nt	2%	-2.8	3.0	9%	1%
COc1ccccc1N(C(C)=O)c1nc(C)cc(C)c1C#N	-9%	2%	1	0%	-0.4	-4.4	0%	-4%
Cc1cccc2nc(CSc3nc4[nH]ncc4c(=O)n3-c3cccc(Cl)c3)cc(=O)n12	11%	5%	-2	1%	-0.9	-1.1	2%	-11%
